CXXC DNA block: qHTS Fluorescence Polarization Assay for Inhibitors of MLL CXXC domain - DNA interaction; Histone-lysine N-methyltransferase 2A (Homo sapiens), Q03164; MLL-CXXC / FITC-HOXA9 DNA fluorescence polarization; Potency, µM (doses to about 115 µM), for inactives: at the top dose activity change, negative = inhibition, hits mostly inhibitors; hit rate 0.037% among 290,000; AID 2662, 2010; active = well fitted inhibition curve with a large enough effect in the polarisation, with a control signal flat, not every such curve was filed as active; inconclusive = small, poorly fitted or top-dose-only effect, or effect the other way, or a change in a side signal; inactive = no such curve, though single readings can be large or run the other way; the % refers to the polarisation; also: potency is read from the fitted curve at half-maximal effect
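Steps: dispense CXXC domain solution (7 uM) → pin compounds or unlabeled HOX-A9 DNA control → 5 min ambient → add FLSN-HOX-A9 solution (50 nM) → spin → 30 min ambient → fluorescence polarization. Tris pH 7.5/NaCl/DTT/BSA buffer.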
TSG101-PTAP inh: qHTS Assay for Iinhibitors of HIV-1 Budding by Blocking the Interaction of PTAP/TSG101; Fluorescence polarization, FITC-PTAP peptide / Tsg101 binding; Potency, µM (top dose mostly 115 µM), without a hit: at the top dose activity change, negative = inhibition, most hits filed as inhibitors; Tumor susceptibility gene 101 protein (Homo sapiens), Q99816; 340,000 tested, under 10 active; active = well fitted inhibition curve with a large enough effect in the main read-out, with a control signal flat, not every such curve was filed as active; inconclusive = small, poorly fitted or top-dose-only effect, or effect the other way, or a change in a side signal; inactive = no such curve, though single readings can be large or run the other way; also: potency is read from the fitted curve at half-maximal effect; % of control where 0% means no effect
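Fluorescence anisotropy tracks displacement of a FITC-tagged PTAP peptide (50 nM) from the Tsg101 binding domain (10 uM), following a 20 min room-temperature incubation at pH 7.5.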
TSHR antagonist: Antagonists of the Thyroid Stimulating Hormone Receptor: HTS campaign. hit rate 0.2% among 330,000. TSHR-expressing cells, TSH-stimulated cAMP HTRF, 2 h; hits give low values. activity change, negative = inhibition, % at 11.5 µM. Thyrotropin receptor (Homo sapiens), P16473;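 active = activity change below a set negative limit, meaning inhibition stronger than a set level, cut at about -70% in these data; inconclusive = activity change between two set negative limits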; also: % is scaled to controls: 0 for no effect and ±100 for the full control effect
Target sequence (P16473 whole entry, looked up): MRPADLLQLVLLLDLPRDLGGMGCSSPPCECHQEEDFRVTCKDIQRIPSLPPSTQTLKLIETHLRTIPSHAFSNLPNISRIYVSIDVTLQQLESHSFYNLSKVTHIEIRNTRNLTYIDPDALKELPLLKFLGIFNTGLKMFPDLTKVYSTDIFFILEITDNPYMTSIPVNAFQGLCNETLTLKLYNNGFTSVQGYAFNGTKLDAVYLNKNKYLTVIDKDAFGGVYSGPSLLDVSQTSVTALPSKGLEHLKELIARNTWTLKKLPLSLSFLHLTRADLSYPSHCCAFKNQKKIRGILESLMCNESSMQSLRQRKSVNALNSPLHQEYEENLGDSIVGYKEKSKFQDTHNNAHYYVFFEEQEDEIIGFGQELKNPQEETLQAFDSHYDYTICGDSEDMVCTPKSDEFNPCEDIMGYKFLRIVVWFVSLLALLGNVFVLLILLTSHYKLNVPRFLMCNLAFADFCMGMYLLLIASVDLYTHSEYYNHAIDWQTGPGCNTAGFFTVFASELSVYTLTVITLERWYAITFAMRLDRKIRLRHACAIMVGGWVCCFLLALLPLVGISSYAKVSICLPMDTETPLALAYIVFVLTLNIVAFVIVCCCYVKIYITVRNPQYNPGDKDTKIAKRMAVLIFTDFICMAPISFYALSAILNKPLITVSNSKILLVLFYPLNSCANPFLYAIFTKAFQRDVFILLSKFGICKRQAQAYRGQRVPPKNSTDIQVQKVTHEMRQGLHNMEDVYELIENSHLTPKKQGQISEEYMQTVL
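Read-out is FRET at 665 nm (cryptate excitation 337 nm) from a cryptate-tagged anti-cAMP antibody, competed by cell cAMP against cAMP-d2. Compounds are tested on freshly harvested TSHR cells challenged with 4nM TSH (EC80) for 2 hours at 37 deg C.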
MBNL1 CUG block: qHTS Assay for Inhibitors of MBNL1-poly(CUG) RNA binding; AID 2675, 2010; Muscleblind-like protein 1 (Homo sapiens), Q9NR56; TR-FRET MBNL1-His/biotin-(CUG)12 binding, 665/545 ratio; hit rate 0.036% among 280,000; Potency, µM (top dose mostly 57.5 µM), inactives show at the top dose activity change, negative = inhibition, actives largely listed as inhibitors; active = well fitted inhibition curve with a large enough effect in the signal ratio, with a control signal flat, not every such curve was filed as active; inconclusive = small, poorly fitted or top-dose-only effect, or effect the other way, or a change in a side signal; inactive = no such curve, though single readings can be large or run the other way; the % refers to the signal ratio; also: potency is read from the fitted curve at half-maximal effect; % is scaled to controls: 0 for no effect and ±100 for the full control effect
Target sequence (Q9NR56 whole entry, looked up): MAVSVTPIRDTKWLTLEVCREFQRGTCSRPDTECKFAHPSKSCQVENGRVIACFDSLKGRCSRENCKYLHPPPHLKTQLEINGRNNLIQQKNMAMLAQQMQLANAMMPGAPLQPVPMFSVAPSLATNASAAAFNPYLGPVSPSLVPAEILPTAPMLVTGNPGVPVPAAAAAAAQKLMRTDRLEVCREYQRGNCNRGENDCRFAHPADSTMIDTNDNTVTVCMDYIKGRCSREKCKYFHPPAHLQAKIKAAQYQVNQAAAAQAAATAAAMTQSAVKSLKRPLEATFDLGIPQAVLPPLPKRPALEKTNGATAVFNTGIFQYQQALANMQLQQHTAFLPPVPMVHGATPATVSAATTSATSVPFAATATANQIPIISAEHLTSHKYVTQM
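Compounds (final 92 nM to 58 uM) are added to His-tagged MBNL1 and biotin-(CUG)12, then terbium anti-His antibody and streptavidin-XL665 (5 nM final). After 60 min at room temperature, the 665/545 nm ratio is read.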
Mito fusion yeast: qHTS Assay for Small Molecule Inhibitors of Mitochondrial Division or Activators of Mitochondrial Fusion | S. cerevisiae fusion-defective mutant growth rescue, CellTiterGlo 48 h | Potency, µM (series often up to 46.1 µM), for the others: top-dose growth rescue (activation), hits mostly activators | hit rate 0.23% among 320,000;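 also: potency is read from the fitted curve at half-maximal effect; % of control where 0% means no effect; nearly all actives have a fitted effect of over 45% in size; temperature-sensitive fusion mutants such as fzo1-1 at 37 °C on non-fermentable ethanol glycerol medium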
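S. cerevisiae fusion-defective temperature-sensitive mutants (e.g. fzo1-1, mgm1-5) grown 48 h at 37C in YPEG (ethanol/glycerol non-fermentable) medium with 23 nl compound per well; growth rescue read as CellTiterGlo luminescence.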
A-T KAP1 phos: qHTS Assay for Identifying a Potential Treatment of Ataxia-Telangiectasia. […] A-T fibroblasts, KAP-1 phosphorylation AlphaLISA; neocarzinostatin DNA damage 30 min before lysis. Potency, µM (titrated, usually from 57.5 µM), for the others: at the highest dose activation, usual class: activators. hit rate 0.19% among 320,000. AID 485349, 2010; also: potency is read from the fitted curve at half-maximal effect; % of control where 0% means no effect; nearly all actives have a fitted effect of over 45% in size
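ATM-like activity read as KAP-1 phosphorylation via AlphaLISA donor/acceptor antibody pairs after lysis and 6 hr at 25C. Cells were ATM-null patient fibroblasts ([…], hTERT), dosed 60 min, then exposed to the DSB inducer NCS for 30 min.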
ASM inhibitor: Inhibitors of Secretory Acid Sphingomyelinase (S-ASM): qHTS; placental ASM, HMU-PC fluorogenic substrate, 60 min; Potency, µM (highest dose often 57.5 µM), without a hit: at the top dose activity change, negative = inhibition, usual class: inhibitors; hit rate 0.006% among 340,000; AID 504937, 2011; also: potency is read from the fitted curve at half-maximal effect
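Steps: dispense placental human ASM, pin compound, wait 10 min at room temperature, add HMU-PC0 substrate at 9 uM final, incubate 60 min at 37 °C, add stop solution raising pH to 10, read fluorescence.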
Menin MLL FP TR: qHTS Assay for Inhibitors Targeting the Menin-MLL Interaction in MLL Related Leukemias: Competition With Texas Red Labeled MLL-derived Mutant Peptide | O00255 | Menin + Texas Red MLL mutant peptide, fluorescence polarization | Potency, µM (titrated, usually from 61.6 µM), for inactives: at the highest dose FP activity change, negative = inhibition, most hits filed as inhibitors | hit rate 0.23% among 270,000 | AID 1768, 2009; active = well fitted inhibition curve with a large enough effect in the polarisation, with a control signal flat, not every such curve was filed as active; inconclusive = small, poorly fitted or top-dose-only effect, or effect the other way, or a change in a side signal; inactive = no such curve, though single readings can be large or run the other way; the % refers to the polarisation; also: potency is read from the fitted curve at half-maximal effect; % of control where 0% means no effect; many of its hits are not listed in these tables
a7 integrin act: qHTS for Activators of Integrin-Mediated Alleviation for Muscular Dystrophy. Potency, µM (top dose mostly 38.3 µM), for the others: top-dose activation, actives largely listed as activators. alpha7betagal myoblasts, beta-gal FDG fluorescence, 48 h. hit rate 0.064% among 350,000;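 also: potency is read from the fitted curve at half-maximal effect; 100% = response of the positive control SU9516; nearly all actives have a fitted effect of over 60% in size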
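Alpha7betagal+/- myoblasts (passage 13) were plated 16-24 hr, then exposed to compounds (1:260 dilution of DMSO stock) for 48 hours at 37C. After MPER lysis, β-galactosidase reporter activity was read as FDG fluorescence (ex 480/em 540) after 30 minutes.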
TCR activator: Activators of T cell receptors: qHTS campaign; primary human leukocytes, anti-CD3, IL-2 HTRF, 48 h; Potency, µM (top dose mostly 9.22 µM), without a hit: at the highest dose activation of IL-2 secretion, usual class: activators; 330,000 tested, under 10 active; also: % of control where 0% means no effect
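1) Mix primary human leukocytes, a-CD3 beads and compound. 2) Incubate 48 hr. 3) Add HTRF IL-2 reagents (a-IL-2-K, a-IL-2-d2).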
The depositor's hits bear a star; i = inactive; ? = inconclusive; · = not tested or not shown; & = joins results of further samples; [ ] = remark or other dose. Unless noted, calls follow the shape of the dose curve; as a rule, active = well fitted curve in the direction sought with a large enough effect; inconclusive = small, poorly fitted or top-dose-only effect, or another doubt; inactive = no such curve, though single readings can be large; an effect the other way counts as inactive or inconclusive.

SMILES | CXXC DNA block | TSG101-PTAP inh | TSHR antagonist | MBNL1 CUG block | Mito fusion yeast | A-T KAP1 phos | ASM inhibitor | Menin MLL FP TR | a7 integrin act | TCR activator
COCCNc1nc2nonc2nc1N1C[C@H]2CC[C@H]1C2 | -4% | 1% | 2 | 9% | 0% | 0% | 5% | -6% | 31% | -4%
COC(=O)c1sc(NC(=O)/C=C/c2ccc(C)o2)nc1C | ? | -1% | -5 | -5% | -6% | 1% | 20% | 0% | -4% | -10%[46.1 µM]
CCOC(=O)C1CCCN(C(=O)Cc2ccc(C)cc2)C1 (stereo not drawn) | 3% | 0% | 3 | -6% | -1% | 0% | 5% | 6% | 20% | -37%
CCn1cnc2cc(NCc3ccc(N(C)C)cc3)ccc21 | 47%[activator] | -2% | -2 | -2% | 1% | -6% | 8% | -21% | -33% | -5%
CCN(CC)c1ccc(NC(=O)CCCCC(=O)Nc2ccc(N(CC)CC)cc2)cc1 | · | 1% | · | · | · | · | 0% | · | -33% | 0%
CCc1ccc(NC(=O)CCNC(=O)Cn2ccc3ccccc3c2=O)cc1 | 16% | -4% | 0 | -1% | -3% | 5% | 4% | 6% | -15% | 4%
COC(=O)c1ccc(Sc2ccccc2NS(=O)(=O)c2ccc(OC)cc2)nc1 | 14% | -12% | 3 | ? | 2% | -2% | -1% | -2% | -14% | 0%
C#CCCOC(=O)N1C2=NC(C(=O)OC)=C(C(=O)OC)[C@@H]3N(C)c4ccccc4[C@]23C[C@H]1C(=O)OC | -9% | -1% | 0 | 11% | -11% | -3% | 0% | -2%[11.7 µM] | -28% | -1%
O=C(NCc1ccccn1)C1CCN(S(=O)(=O)N2CCCCC2)CC1 | 2% | -7% | -8 | -4% | -1% | -1% | 6% | -14% | 9% | 5%
COc1ccc(NC(=S)N2CCNC(=O)C2CC(=O)Nc2cccc(Cl)c2C)cc1 (stereo not drawn) | 14% | -9% | 2 | -12% | 2% | -5% | -10% | ? | 8% | -9%[46.1 µM]
CCN(C(N)=S)c1ccccc1 | -1% | 2% | 3 | -4% | -5% | -5% | 1% | 20% | 6% | -1%
Cc1ccc(NC(=O)c2cnn(-c3ccccc3)c2NC(=O)c2ccco2)cc1C | 3% | 1% | -3 | -1% | 1% | 0% | -1% | 37%[activator] | 3% | 1%
CCCN(CC(=O)Nc1ccccc1C)C(=O)c1oc2ccc(OCC)cc2c1C | · | -2% | 0 | · | 5% | 0% | -3% | · | -23% | 4%
O=C(CSc1nnc(NC(=O)Cc2ccc(F)cc2)s1)NCc1ccco1 | -1% | -3% | 8 | 3% | 11% | 2% | 2% | 4% | 25% | -34%
O=[N+]([O-])c1ccc(O)c(C=Nc2cccc3ccccc23)c1 | -16% | -14% | 2 | 21% | -9% | 3% | 0% | -5% | ? | 0%
CCOC(=O)[C@@H]1[C@H]2COc3cc(OC)ccc3[C@H]2N2C(=O)N(c3cccc(F)c3)C(=O)[C@]12C | · | -4% | -4 | · | · | 3% | -7% | · | 14% | -1%
COC(=O)c1[nH]c2cc(C)ccc2c1NC(=O)CN1CCc2cc(OC)c(OC)cc2C1 | 31%[activator] | -1% | -1 | 13% | 3% | -3% | 1% | 30%[activator] | 0% | 2%
CC(C)=CC(O)C/C(C)=C/COc1ccc2ccc(=O)oc2c1 (stereo not drawn) | -1% | 1% | -18 | 6% | -5% | 24% | · | · | -34% | 0%
COc1ccccc1C(=O)Nc1ccnn1C1CCN(Cc2cc(C)c(C)cc2C)CC1 | -7% | 0% | -8 | -2% | -11% | 0% | -1% | · | -16% | 4%
COCC(=O)N/N=C/c1ccc(Sc2nc3ccccc3s2)o1 | -12% | -3% | -33 | ? | -6% | -2% | -4% | 14% | -7% | 4%
CCCCN(C(=O)c1[nH]c(C)c(C(=O)OCC)c1C)c1c(N)n(CCCC)c(=O)[nH]c1=O | · | 2% | 12 | · | -1% | -4% | 27% | · | 12% | -3%
CCOc1ccc(CNC(=O)CCS(=O)(=O)Cc2ccc(C)cc2)cc1OC | -3% | -1% | 3 | 2% | -2% | -1% | 7% | 16% | 24% | -2%
COc1ccc(NC(=O)CC2Nc3cc(C)c(C)cc3NC2=O)c([N+](=O)[O-])c1 (stereo not drawn) | -5% | 0% | 10 | -4% | 6% | 12% | -15% | 14% | 15% | -2%
CCCCOC(=O)c1ccc(NC(=O)CSc2nnnn2C)cc1 | -5% | -3% | 0 | -6% | -3% | 2% | 0% | 8% | -31% | 0%
COC(CN(C)C(=O)C1CCC(CNS(=O)(=O)c2ccc(C)cc2)CC1)OC (stereo not drawn) | -6% | -9% | 3 | 0% | 22% | -2% | 0% | -13% | -15% | 3%
CC(=O)c1cccc(NC(=S)N2CCN(S(=O)(=O)c3ccccc3)CC2)c1 | 1% | · | 1 | -4% | 2% | -2% | -3% | -10% | -21% | -4%
CCOC(=O)c1cc(NC(=O)N(C(C)C)C(C)C)c(C)nc1C | 15% | -3% | 11 | 2% | -2% | 2% | 4% | -1% | -10% | 5%
O=C(Nc1cccc2nsnc12)c1ccc2c(c1)OCO2 | 6% | -2% | -6 | ? | 0% | 0% | 62%[activator] | -11% | 6% | -5%
COc1ccc(CCC(=O)NCCS(=O)(=O)N2CCN(c3ccc(OC)cc3)CC2)cc1 | 10% | 0% | -13 | 5% | 1% | -2% | -2% | -8% | -1% | -4%
CCn1c(SCC(=O)N2CCCc3ccccc32)nnc1-c1c[nH]c2ccccc12 | 2% | 1% | -6 | 2% | -2% | ? | -1% | 3% | -3% | 2%
CCOC(=O)c1sc2c(c1C)C(c1cccs1)C1=C(CCCC1=O)N2 (stereo not drawn) | 4% | -13% | -13 | 9% | 4% | 30% | i | 1% | -6% | -6%
CC(NC(=O)COC(=O)CCc1nc2ccccc2c(=O)[nH]1)c1ccccc1 (stereo not drawn) | -1% | 0% | 15 | -9% | 2% | 6% | -3% | -1% | 1% | -3%
COc1ccc(Cn2c(/C=C/c3ccccc3)nc3ccccc32)cc1 | -10% | 0% | -3 | 11% | -4% | 3% | 347%[activator] | 2% | 1% | -5%
Cc1ccc(C)c(S(=O)(=O)NCc2ccncc2)c1 | 0% | -2% | -5 | -7% | 5% | -5% | -1% | -8% | -19% | -3%
COc1ccc(Cl)cc1NC(=O)C/C(C)=N/NC(=O)c1ccc(O)cc1 | 8% | -3% | 1 | -9% | -6% | -1% | -3% | -13% | 4% | -6%
CCCCOc1ccc(S(=O)(=O)N2CCN(C)CC2)cc1 | · | 0% | · | · | · | · | 4% | · | 34% | 0%
O=C(NCC(=O)N1CCN(S(=O)(=O)/C=C/c2ccccc2)CC1)c1ccc(Cl)cc1 | 12% | -6% | -5 | -15% | 3% | 1% | -1% | · | 20% | 2%
S=C1SCN(Cc2ccccc2)CN1Cc1ccccc1 | 10%&10% | -5% | 28 | -7% | -28% | 19% | -6% | ? | -66%[inhibitor] | 0%
CCOc1ccc(NC(=O)Nc2ccc3nsnc3c2)cc1 | -2% | -1% | -20 | ? | -4% | 2% | -4% | ? | 13% | -4%
O=C(CSc1nc(-c2ccco2)cc(C(F)(F)F)n1)NC1CCCC1 | -9% | -1% | 8 | 1% | 2% | 2% | -10% | -6%[11.7 µM] | -2% | -1%
COCCn1c(SCC(=O)Nc2ccc(Cl)c(S(=O)(=O)N(C)C)c2)nc2ccccc21 | 7% | -10% | 2 | -7% | 2% | -1% | 0% | 10% | -26% | -2%
COc1c(C)oc2cc(O)ccc2c1=O | -4% | 1% | -3 | 11% | 6% | 21% | 151%[activator] | -7% | 9% | 3%[46.1 µM]
O=C(O)c1cc(NS(=O)(=O)c2cccc3nsnc23)cc(C(=O)O)c1 | -1% | -3% | -4 | ? | -7% | 7% | 4% | 3% | -12% | 10%
CN1CCN(S(=O)(=O)c2ccc(C(=O)NC3CCCCC3)cc2)CC1 | · | 0% | · | · | · | · | 2% | · | ? | 1%
CCn1nc(NS(=O)(=O)c2ccc([N+](=O)[O-])cc2)c2cc3ccccc3nc21 | -3% | 0% | 2 | ? | 7% | 6% | -3% | · | 1% | 3%

A portion of the library; the hit share may differ from the screen's.
